D3 antag: blocks the human D3 dopamine receptor | AID 652054 | D3R cells, DiscoveRx beta-arrestin luminescence, antagonist mode; stronger effect = lower value | 360,000 compounds, 2.5% hits | P35462 | max response, negative = inhibition, %; in the data active = max response below about -50%; inconclusive = no clear call, values can overlap the other calls; note: % is set by controls: 0 for no effect and ±100 for the full control effect; mostly tested at two doses, the higher about 12 µM
Target sequence (P35462 whole entry, looked up): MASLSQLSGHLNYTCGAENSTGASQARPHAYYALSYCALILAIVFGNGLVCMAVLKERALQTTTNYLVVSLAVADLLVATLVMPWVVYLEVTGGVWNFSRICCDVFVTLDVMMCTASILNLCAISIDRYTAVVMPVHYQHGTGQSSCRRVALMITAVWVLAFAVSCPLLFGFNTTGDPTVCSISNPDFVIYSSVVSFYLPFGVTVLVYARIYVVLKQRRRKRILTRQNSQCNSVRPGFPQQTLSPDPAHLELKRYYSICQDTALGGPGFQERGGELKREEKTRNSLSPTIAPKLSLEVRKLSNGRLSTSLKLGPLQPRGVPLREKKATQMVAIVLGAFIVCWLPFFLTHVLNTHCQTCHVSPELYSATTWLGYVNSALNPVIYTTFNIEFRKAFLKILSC
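Cells expressing the human receptor were seeded at 1500 cells/well, incubated overnight at 37 degrees C in 5% CO2, then exposed to library compounds with dopamine controls for 90 minutes at 37 degrees C before luminescent detection.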
CCT chaperon mod: changes cytosolic chaperonin activity; purified chaperonin ATPase assay, HTRF ADP detection, 30 min; activity change, % (test concentration not listed), hits read low; 360,000 compounds, 0.3% hits; in the data active = activity change below about -30%; note: % is set by controls: 0 for no effect and ±100 for the full control effect
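Nucleotide hydrolysis assay: TRiC at 20–40 nM final (set by batch activity) with 10 uM ATP, 30 min at 37 °C, in presence of 76 uM compound. Detection by competitive ADP HTRF, 30 min ambient.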
Mm-Cpn inhibitor: inhibitors of Methanococcus maripaludis chaperonin (MmCpn); purified Mm-Cpn ATPase, ADP Transcreener TR-FRET; Potency, µM (top dose mostly 76.9 µM), without a hit: at the highest dose activity, negative = inhibition, most hits filed as inhibitors; 330,000 compounds, 0.031% hits; note: potency is the fitted concentration of half-maximal effect; % is set by controls: 0 for no effect and ±100 for the full control effect; nearly all actives have a fitted effect of over 80% in size
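Quantitative HTS used 25 nM Mm-CPN and 10 uM ATP in magnesium/KCl Tris buffer, pH 7.4, with 1 mM DTT. Hydrolysis ran 30 min at 37°C; ADP was read by HTRF.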
PTHR1 agonist: activates the human parathyroid hormone receptor PTHR1; Q03431; HEK293 GP2 PTHR1 cells, GloSensor cAMP luminescence, 1 h; 410,000 compounds, 0.075% hits; Potency, µM (top dose mostly 115 µM), for inactives: top-dose activation, usual class: activators; note: potency is the fitted concentration of half-maximal effect; nearly all actives have a fitted effect of over 55% in size; some results filed as inactive show a strong effect at the top dose; inactives centre near -15; many of its hits are not listed in these tables
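HEK-293-derived GP2 cells expressing PTHR1 and a GloSensor cAMP reporter, 3,000/well, plated overnight, given luciferin plus IBMX (each 0.5 mM as added) for 1 h at 37 °C, then compound for 1 h at 37 °C. Luminescence was read after 15 min at room temperature.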
EPAC2 antagonist: antagonists of human EPAC2; Q8WZA2; EPAC2 GEF exchange of Rap1B-BODIPY-GDP, fluorescence; Potency, µM (top dose mostly 114 µM), without a hit: at the top dose activity, negative = inhibition, actives largely listed as inhibitors; 360,000 compounds, 0.18% hits; note: potency is the fitted concentration of half-maximal effect; % is set by controls: 0 for no effect and ±100 for the full control effect; nearly all actives have a fitted effect of over 45% in size; many of its hits are not listed in these tables
D3 ag: agonists of human D3 dopamine receptor; max activation, %; 410,000 compounds, 0.58% hits; AID 652048; D3R DiscoveRx beta-arrestin cells, luminescence, 90 min; P35462; in the data active = max activation above about 30%; note: 0% is about no effect; mostly tested at two doses, the higher about 12 µM
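Agonist mode: compounds and dopamine controls were applied to plated cells for 90 min at 37 degrees C after an overnight attachment at 1500 cells/well. Luminescent read-out followed 30 - 60 minutes at room temperature with DiscoveRx detection reagent.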
pAkt inh: inhibitors of Akt phosphorylation; AID 651550; Neuro2A IGF-stimulated pAkt S473 HTRF, 20 min; stronger effect = lower value; 360,000 compounds, 0.32% hits; activity change, % for hits at 50 µM; in the data active = activity change below about -80%; inconclusive = mostly about -51% to -80%; note: % is set by controls: 0 for no effect and ±100 for the full control effect
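Neuro2A cells (4,500/well, DMEM with 0.5% FBS) were treated with compound at a single 50 µM final concentration, stimulated with 6 nM IGF for 20 min at 37 °C, and lysed. Phospho-Akt Ser473 was read by HTRF as 665/615 ratio ×10^4.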
EPAC2 ag: agonists of human EPAC2 (RAPGEF4); Q8WZA2; EPAC2 activation, biochemical qHTS; response scale: 100% = 6.5 mM cAMP response; Potency, µM (top dose mostly 154 µM), for inactives: top-dose activation, hits mostly activators; 360,000 compounds, 0.079% hits; note: potency is the fitted concentration of half-maximal effect; nearly all actives have a fitted effect of over 50% in size
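Guanine nucleotide exchange by EPAC2 is measured as reduced fluorescence of BODIPY-GDP once it is released from 250 nM Rap1B. Plates are read kinetically for 30 min at room temperature; results are scaled to 6.5 mM cAMP.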
* = called active by the depositor; i = inactive; ? = inconclusive; · = not tested or not shown; & = joins results of further samples; [ ] = remark or other dose. Unless noted, calls come from the whole dose curve; as a rule, active = well fitted curve in the direction sought with a large enough effect; inconclusive = small, poorly fitted or top-dose-only effect, or another doubt; inactive = no such curve, though single readings can be large; an effect the other way counts as inactive or inconclusive. Some of the compounds tested, so the mix of outcomes need not match the whole.

Keys: A = D3 antag; B = CCT chaperon mod; C = Mm-Cpn inhibitor; D = PTHR1 agonist; E = EPAC2 antagonist; F = D3 ag; G = pAkt inh; H = EPAC2 ag
canonical_smiles: CCCCn1c(SCC(=O)N2CCCC2=O)nc2cc(S(N)(=O)=O)ccc21
  A: 11 | B: -0.1 | C: 0% | D: i | E: -2% | F: 2 | G: i | H: 22%

canonical_smiles: O=C(COC(=O)c1ccccc1C(=O)c1ccccc1)c1ccco1
  A: 10 | B: 0.4 | C: 4% | D: i | E: 12% | F: 1 | G: i | H: 0%

canonical_smiles: Cc1cccnc1NC(=O)COc1ccc2oc3c(c2c1)CCCC3
  A: 32 | B: -3.2 | C: 2% | D: -46% | E: -5% | F: 0 | G: i | H: 15%

canonical_smiles: N#C/C(=N\Nc1ccccc1)C(=N)N1CCCCCC1
  A: -16 | B: 0.6 | C: -1% | D: -13% | E: -1% | F: -8 | G: i | H: -2%

canonical_smiles: C/C(=N\NC(=O)C1CC1)c1ccc2c(c1)OCCO2
  A: -2 | B: -5.3 | C: -1% | D: i | E: -2% | F: 2 | G: i | H: 8%

canonical_smiles: Cc1cc(C)nc(NS(=O)(=O)c2ccccc2)n1
  A: 15 | B: -4.3 | C: 0% | D: i | E: -13% | F: 1 | G: i | H: 8%

canonical_smiles: COc1ccc(C(=O)N/C(=C/c2cccnc2)C(=O)NCc2ccco2)cc1OC
  A: 1 | B: -2.2 | C: -1% | D: i | E: 0% | F: -12 | G: i | H: 8%

canonical_smiles: CSCC(C)N1CCC(N2CCC(C(=O)NCc3ccccn3)CC2)CC1 (centres undefined)
  A: 17 | B: -1.2 | C: -1% | D: -4% | E: 0% | F: 4 | G: i | H: 6%

canonical_smiles: O=C(N/N=C/c1ccc(N2CCOCC2)cc1)c1cccs1
  A: -20 | B: -2.6 | C: 6% | D: i | E: -1% | F: -13 | G: i | H: 13%

canonical_smiles: CCOc1ccc(S(=O)(=O)N2CN(c3cccc(C(C)=O)c3)c3nc4ccccc4nc32)cc1
  A: -6 | B: 0.6 | C: -7% | D: i | E: -7% | F: 3 | G: i | H: 6%

canonical_smiles: Cc1ccc(CN2C(=O)CSc3ccc(C(=O)NCCN4CCOCC4)cc32)cc1
  A: 9 | B: 0.1 | C: -1% | D: -7% | E: -4% | F: 5 | G: i | H: -13%

canonical_smiles: FC(F)(F)c1cc(-c2ccco2)nc(N2CCN(Cc3ccccc3)CC2)n1
  A: ? | B: -2.5 | C: 0% | D: -1%[57.5 µM] | E: -7% | F: -32 | G: i | H: -1%

canonical_smiles: COC(=O)c1ccc(Cn2nc(-c3ccc(C)cc3)ccc2=O)cc1
  A: -6 | B: 0.9 | C: -1% | D: -7% | E: -11% | F: 2&5 | G: i | H: 4%

canonical_smiles: CCN(CC)CCCNC(CC(=O)Nc1cccc([N+](=O)[O-])c1)C(=O)O (centres undefined)
  A: -18 | B: -4.3 | C: -4% | D: i | E: 0% | F: -32 | G: i | H: 3%

canonical_smiles: CCOC(=O)CC1COCCN1Cc1cn[nH]c1-c1ccc2c(c1)OCO2 (centres undefined)
  A: 5 | B: -1.5 | C: -2% | D: -17% | E: 12% | F: 4 | G: i | H: -1%

canonical_smiles: COC(=O)[C@@]12C[C@@H](CC(=O)NCCC(C)C)C(=O)N(Cc3ccccc3)C1=CCC(C)(C)C2
  A: 28 | B: · | C: · | D: -17% | E: -17% | F: 10 | G: i | H: -7%

canonical_smiles: COc1ccccc1C(=O)NCC(=O)OCc1ccc(Br)cc1
  A: 8 | B: -3.5 | C: 0% | D: -7% | E: 0% | F: -8 | G: i | H: 5%

canonical_smiles: CN(C(=O)c1cccc(C(=O)N(C)c2ccccc2)c1)c1ccccc1
  A: -24 | B: -0.2 | C: -1% | D: ? | E: 14% | F: -4 | G: i | H: 10%

canonical_smiles: CCOC(=O)[C@]12CCCC=C1N(Cc1cccc3ccccc13)C(=O)[C@H](CC(=O)NCCCN1CCCC1=O)C2
  A: 17 | B: -1.2 | C: · | D: i | E: 2% | F: 1 | G: i | H: 4%

canonical_smiles: O=C(CO/N=C/c1ccccc1O)NNC(=O)c1ccccc1Cl
  A: -53* | B: 2.7 | C: -1% | D: 9% | E: -5% | F: -4 | G: i | H: -4%

canonical_smiles: OC(CN1c2ccccc2Sc2ccccc21)Cn1nnc2ccccc21 (centres undefined)
  A: 14 | B: -1.2 | C: -3% | D: -29% | E: -1% | F: 2 | G: i | H: 16%

canonical_smiles: CCOC(=O)c1cnc(SCC(=O)c2ccccc2)nc1N
  A: 18 | B: 0.3 | C: -2% | D: i | E: 1% | F: 0 | G: i | H: 0%

canonical_smiles: COc1ccc(NC(=O)c2cc(-c3ccc4c(c3)OCO4)on2)cc1OC
  A: 7 | B: -3.1 | C: 0% | D: 59% | E: 2% | F: -2 | G: i | H: 11%

canonical_smiles: Cc1sc2ncn(CC(=O)N3CCCC(C)C3)c(=O)c2c1S(=O)(=O)N1CCCCC1 (centres undefined)
  A: -20 | B: 0.1 | C: -1% | D: -25% | E: -5% | F: -9 | G: i | H: 5%

canonical_smiles: CCC(=O)Nc1ccc(-c2nnc(SCC(=O)N3CCCCC3)n2C)cc1
  A: 8 | B: -1.8 | C: 0% | D: i | E: -1% | F: 6 | G: i | H: 5%

canonical_smiles: CCOC(=O)C(Cc1ccc(O)cc1)Nc1nc2ccccc2o1 (centres undefined)
  A: 3 | B: 0.5 | C: · | D: -35%[inhibitor] | E: -6% | F: 1 | G: i | H: 8%

canonical_smiles: Cc1ccc(S(=O)(=O)NC2=NCN(C)CN2)cc1[N+](=O)[O-]
  A: 2 | B: 0.8 | C: -1% | D: i | E: -3% | F: 5 | G: i | H: 6%

No new results follow: 12 of the compounds above.
Keys: A = D3 antag; B = CCT chaperon mod; C = Mm-Cpn inhibitor; D = PTHR1 agonist; E = EPAC2 antagonist; F = D3 ag; G = pAkt inh; H = EPAC2 ag
canonical_smiles: COC(=O)[C@@]12C[C@@H](CC(=O)NCCC(C)C)C(=O)N(Cc3ccccc3)C1=CCC(C)(C)C2
  A: 28 | B: · | C: · | D: -17% | E: -17% | F: 10 | G: i | H: -7%

canonical_smiles: COc1ccccc1C(=O)NCC(=O)OCc1ccc(Br)cc1
  A: 8 | B: -3.5 | C: 0% | D: -7% | E: 0% | F: -8 | G: i | H: 5%

canonical_smiles: CN(C(=O)c1cccc(C(=O)N(C)c2ccccc2)c1)c1ccccc1
  A: -24 | B: -0.2 | C: -1% | D: ? | E: 14% | F: -4 | G: i | H: 10%

canonical_smiles: CCOC(=O)[C@]12CCCC=C1N(Cc1cccc3ccccc13)C(=O)[C@H](CC(=O)NCCCN1CCCC1=O)C2
  A: 17 | B: -1.2 | C: · | D: i | E: 2% | F: 1 | G: i | H: 4%

canonical_smiles: O=C(CO/N=C/c1ccccc1O)NNC(=O)c1ccccc1Cl
  A: -53* | B: 2.7 | C: -1% | D: 9% | E: -5% | F: -4 | G: i | H: -4%

canonical_smiles: OC(CN1c2ccccc2Sc2ccccc21)Cn1nnc2ccccc21 (centres undefined)
  A: 14 | B: -1.2 | C: -3% | D: -29% | E: -1% | F: 2 | G: i | H: 16%

canonical_smiles: CCOC(=O)c1cnc(SCC(=O)c2ccccc2)nc1N
  A: 18 | B: 0.3 | C: -2% | D: i | E: 1% | F: 0 | G: i | H: 0%

canonical_smiles: COc1ccc(NC(=O)c2cc(-c3ccc4c(c3)OCO4)on2)cc1OC
  A: 7 | B: -3.1 | C: 0% | D: 59% | E: 2% | F: -2 | G: i | H: 11%

canonical_smiles: Cc1sc2ncn(CC(=O)N3CCCC(C)C3)c(=O)c2c1S(=O)(=O)N1CCCCC1 (centres undefined)
  A: -20 | B: 0.1 | C: -1% | D: -25% | E: -5% | F: -9 | G: i | H: 5%

canonical_smiles: CCC(=O)Nc1ccc(-c2nnc(SCC(=O)N3CCCCC3)n2C)cc1
  A: 8 | B: -1.8 | C: 0% | D: i | E: -1% | F: 6 | G: i | H: 5%

canonical_smiles: CCOC(=O)C(Cc1ccc(O)cc1)Nc1nc2ccccc2o1 (centres undefined)
  A: 3 | B: 0.5 | C: · | D: -35%[inhibitor] | E: -6% | F: 1 | G: i | H: 8%

canonical_smiles: Cc1ccc(S(=O)(=O)NC2=NCN(C)CN2)cc1[N+](=O)[O-]
  A: 2 | B: 0.8 | C: -1% | D: i | E: -3% | F: 5 | G: i | H: 6%

Screens (PubChem BioAssay)
